ABCB6 inh MLPCN: blocks the human ABCB6 transporter; K562-ABCB6 porphyrin accumulation, flow cytometry, 1 h; hits give low values; fluorescence ratio to DMSO, % at 10 µM; AID 602162; Q9NP58; 0.19% of 360,000 active;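 active = fluorescence ratio to DMSO below 75%, the collection mean minus 3 SD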;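 note: signal is porphyrin accumulated inside mitochondria; 100% equals median channel fluorescence of DMSO control wells; lower ratio means ABCB6 inhibition with less porphyrin fluorescence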
Target sequence (Q9NP58 whole entry, looked up): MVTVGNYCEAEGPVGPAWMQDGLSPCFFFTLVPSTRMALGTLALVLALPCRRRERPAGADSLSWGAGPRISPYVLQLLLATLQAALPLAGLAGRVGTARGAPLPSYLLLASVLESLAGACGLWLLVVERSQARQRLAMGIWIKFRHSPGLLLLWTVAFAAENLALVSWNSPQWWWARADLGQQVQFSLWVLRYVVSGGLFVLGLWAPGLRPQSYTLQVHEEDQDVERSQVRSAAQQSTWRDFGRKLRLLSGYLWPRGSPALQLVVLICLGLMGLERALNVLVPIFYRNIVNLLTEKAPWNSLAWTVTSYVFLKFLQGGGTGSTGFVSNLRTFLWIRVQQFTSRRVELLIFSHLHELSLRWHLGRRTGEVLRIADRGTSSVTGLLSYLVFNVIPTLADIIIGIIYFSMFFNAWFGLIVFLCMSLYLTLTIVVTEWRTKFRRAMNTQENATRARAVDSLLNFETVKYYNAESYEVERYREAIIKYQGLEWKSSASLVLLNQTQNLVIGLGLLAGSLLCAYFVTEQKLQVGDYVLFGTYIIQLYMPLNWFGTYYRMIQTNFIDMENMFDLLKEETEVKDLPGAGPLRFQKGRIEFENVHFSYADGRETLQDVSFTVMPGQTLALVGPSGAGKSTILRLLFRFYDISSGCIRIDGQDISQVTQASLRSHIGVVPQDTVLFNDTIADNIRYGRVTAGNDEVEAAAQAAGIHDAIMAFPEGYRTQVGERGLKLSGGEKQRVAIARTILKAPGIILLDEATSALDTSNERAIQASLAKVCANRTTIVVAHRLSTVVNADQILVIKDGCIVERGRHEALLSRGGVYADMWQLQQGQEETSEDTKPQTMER
N-glyco inh: blocks N-linked glycosylation in D54 reporter cells; reporter increase, % at 12.5 µM; 0.23% of 360,000 active; AID 588692; D54 ERlucT glycosylation luciferase reporter, 24 h; percent of 100 nM tunicamycin response;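 active = mean luciferase reporter signal, scaled so untreated is 0 and the glycosylation-blocking control 100, at or above a set limit in every replicate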;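 note: luciferase carries N-glycosylation sites so blocking glycosylation raises the light; 0% = median of neutral control wells and 100% = median of 100 nM tunicamycin wells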
Exocytosis inh: blocks lytic granule exocytosis. AID 651702. inhibition, % at 10 µM. TALL-104 LAMP-1 surface exposure, flow cytometry; cells stimulated with thapsigargin and PMA. 0.66% of 360,000 active;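 active = inhibition above about 55%, limit read from the data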
MC4R barr agon: agonists of human melanocortin 4 receptor (MC4R) beta-arrestin; U2OS MC4R beta-arrestin complementation, luminescence; percent of melanotan II response, DMSO zero; activation, % at 8.9 µM; 0.98% of 360,000 active;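 active = activation above a per-plate cutoff, the mean activation of sample wells on that plate plus 3 SD, cut at about 8% in these data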
MC4R antag cAMP: human MC4R antagonism in cAMP assay | P32245 | inhibition, % at 6.5 µM | MC4R-expressing cells, MTII-stimulated cAMP, LANCE TR-FRET | 0.48% of 360,000 active;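 active = inhibition above its plate's cutoff, the mean of tested wells on that plate plus 3 SD, cut at about 29% in these data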;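 note: 0% = Melanotan II alone and 100% = Melanotan II plus saturating MCL0020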
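System: U2OS cells stably expressing human melanocortin 4 receptor (MC4R). Reagent: Melanotan II challenge after compound preincubation. Doses: 6.5 µM. Times: 30-min compound, 1-h challenge, 1-h detection, room temperature. Measured by: TR-FRET with Eu-cAMP and labeled anti-cAMP, 671 nm. Replicates: singlicate.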
ABHD5-PLIN5 inh: inhibitors of human ABHD5-perilipin-5 interaction | Q00G26+Q8WTS1 | Split G. princeps luciferase complementation, luminescence, 4 h | inhibition, % at 4 µM | 0.78% of 360,000 active;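 active = inhibition above the mean inhibition across every tested compound plus 3 SD, cut at about 22% in these data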;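 note: 0% = DMSO only wells and the 100% control is not disclosed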
CaV13 FRET inh: Disruptors of the CACNA1D IQ motif to Ca2+-dependent inactivation inhibitor domain association, primary screening, Förster resonance energy transfer in intact living …; AID 743397; inhibition, % at 12.3 µM; HEK cells, CFP/YFP FRET ICDI-IQ, plate reader, 10 min; percent FRET-ratio fall versus neutral wells; 0.098% of 340,000 active;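 active = mean replicate inhibition of at least 30% and at least 1% of replicates passing that level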;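 note: 0% = median of the neutral control wells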
PDI turbidity: inhibitors of human protein disulfide isomerase | PDI insulin aggregation turbidity, A650, 90 min | inhibition, % at 10 µM | 0.052% of 350,000 active | AID 588391;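 active = mean inhibition across replicates of 30% or more, whatever share of single replicates reach that level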;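 note: absorbance from insulin aggregation driven by PDI reduction with DTT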
m5-HT2A agonist: agonists of mouse serotonin 5-HT2A receptor (HTR2A) | CHO-K1 mHTR2A beta-arrestin complementation, luminescence; percent of 30 µM serotonin response | activation, % at 7.6 µM | AID 624169 | 0.66% of 360,000 active | P35363;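 active = activation above a run cutoff, the mean activation of all tested compounds plus 3 SD, cut at about 14% in these data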;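 note: 0% = plate median of compound wells and 100% = 30 µM serotonin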
H9c2 protect: modulators protecting cardiomyocytes from myocardial damage; H9c2 cardiomyocytes, H2O2 injury protection, ATPLite, 2 h; protection from H2O2 cell death, % at 20 µM; 0.63% of 360,000 active; AID 588492;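 active = compounds giving at least 50% protection of heart cells from peroxide-induced death in the single-dose screen, raw or plate-pattern-corrected value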;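 note: 0% = DMSO wells with peroxide and 100% = DMSO wells without peroxide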
Starred values were filed as active, the others as inactive; . = no result given.

SMILES	ABCB6 inh MLPCN	N-glyco inh	Exocytosis inh	MC4R barr agon	MC4R antag cAMP	ABHD5-PLIN5 inh	CaV13 FRET inh	PDI turbidity	m5-HT2A agonist	H9c2 protect
CSc1nc2sccc2c(=O)[nH]1	106	1	0	-1.7	21	0	-6	15	-1	11
CC1CC(N(C(=O)c2ccccc2Cl)c2ccccc2)c2ccccc2N1 (stereo unspecified)	89	0	7	-1.5	3	-4	.	-4	-3	-9
Cc1cc2ncc(S(C)(=O)=O)c(N)n2n1	95	-3	-1	-1.7	6	4	-7	-5	3	-3
COC(=O)CC1COc2ccccc2N1C(=O)/C=C/c1ccccc1 (stereo unspecified)	94	-2	32	1.7	4	-1	-20	7	-8	-4
CCCCC(=O)Nc1ccc(C(=O)N2CCC(C(=O)OCC)CC2)cc1	101	-2	-2	-3.0	3	1	.	3	1	3
Cc1cc(Nc2ccccc2)n(-c2ccc(Br)cc2)n1	102	1	-7	0.3	-3	-4	-7	5	-3	-17
Cc1ccc(NC(=O)CN2CCN(C)CC2)cc1S(=O)(=O)N1CCOCC1	95	2	7	-0.1	8	1	-4	6	-1	8
Cc1ccc(-n2nc3c(c2NC(=O)c2ccc4c(c2)OCO4)CS(=O)C3)cc1 (stereo unspecified)	94	5	2	-1.3	7	5	-4	1	1	9
Cc1nc([N+](=O)[O-])cn1CC(=O)c1ccc(F)cc1	96	0	-2	-2.2	2	6	.	-3	-5	1
Cc1ccc(C(=O)NCCN2CCC(n3c(=O)[nH]c4ccccc43)CC2)cc1C	100	.	1	.	.	-5	-10	.	-5	.
Cc1cccc2nc(CSc3nnnn3-c3ccccc3)cn12	86	0	3	0.8	1	5	-4	-9	8	-3
COc1cc(/C=N/NC(=O)c2ccc3c(c2)OCCO3)c(Br)c(Br)c1O	106	4	4	-3.3	-9	-1	-8	7	0	-6
CCN(CC)c1ccc(NC(=O)CCCCCN2C(=O)c3ccccc3C2=O)cc1	98	0	8	-2.0	4	-10	-5	4	2	-4
CCc1ccccc1NC(=O)Cn1c(=O)n(-c2ccc(CC(=O)NCC3CCCO3)cc2)c(=O)c2ccccc21 (stereo unspecified)	103	0	-2	-1.0	-1	9	-4	-4	6	-3
COc1ccc(CCNC(=O)CSCc2c(F)cccc2Cl)cc1OC	103	-2	-4	-1.0	-5	0	14	3	-2	-2
Cc1cc(SCC(=O)N(C)C2CCS(=O)(=O)C2)nc2c(C)cccc12 (stereo unspecified)	102	1	-4	-2.9	8	-1	8	1	1	-3
CCOC(=O)C1CCN(C(=O)c2cccnc2)CC1	92	1	1	-0.6	2	-4	-4	-4	0	-2
O=C(NCc1ccccc1Cl)c1ccc(Cn2cc(C(F)(F)F)ccc2=O)cc1	96	1	-1	-1.3	1	-6	-6	2	-6	9
C[C@H](NC(=O)c1nc[nH]c1C(=O)NCc1ccccc1)C(=O)OC(C)(C)C	90	3	2	-0.9	0	-11	-9	-1	-3	14
COc1ccc(-c2noc(CN3CCCCC3)n2)cc1OC	100	0	-1	0.8	5	-5	-4	10	-2	4
Cc1ccc(OCC(O)CN2CCN(c3ccccn3)CC2)c(C)c1 (stereo unspecified)	95	1	-3	0.5	13	-2	8	-1	12	-1
CCN(C[C@H]1N[C@@](C)(C(=O)OC)[C@H]2C(=O)N(Cc3ccccc3)C(=O)[C@@H]12)C(=O)COC	98	4	-1	0.8	12	1	-7	7	3	3
COC(=O)c1cccc(S(=O)(=O)N2CCCC2)c1	97	3	2	-2.4	6	0	-2	-11	2	3
CCOC(=O)c1c(C)oc2c1c(C=NCc1ccccn1)c(O)c1ccccc12	141	6	38	1.4	12	-19	-6	0	0	-5

Three compounds out of the list above, ordered by the value under MC4R barr agon, lowest first.
molecule | MC4R barr agon
COc1ccc(CCNC(=O)CSCc2c(F)cccc2Cl)cc1OC | -1.0
CCOC(=O)C1CCN(C(=O)c2cccnc2)CC1 | -0.6
COc1ccc(-c2noc(CN3CCCCC3)n2)cc1OC | 0.8

Following part.
SMILES	ABCB6 inh MLPCN	N-glyco inh	Exocytosis inh	MC4R barr agon	MC4R antag cAMP	ABHD5-PLIN5 inh	CaV13 FRET inh	PDI turbidity	m5-HT2A agonist	H9c2 protect
O=C1CNC(c2ccccc2)C(c2ccccc2)N1 (stereo unspecified)	97	2	-4	0.6	5	-4	-6	1	3	2
O=C(COC(=O)c1ccc(O)cc1)Nc1ccccc1	95	2	-15	-1.6	2	1	-18	0	-1	0
O=C(CN1C(=O)c2ccccc2C1=O)N1CCN(c2nnc(-c3ccccc3)c3ccccc23)CC1	93	-1	1	1.4	9	-3	-5	-2	0	33
O=C(NCCc1ccccc1)c1cc(S(=O)(=O)N2CCOCC2)ccc1F	98	-2	2	-0.4	2	6	-6	0	6	-9
COc1ccc2[nH]c(=O)c(CN(c3ccccc3OC)S(=O)(=O)c3ccccc3)cc2c1	94	1	3	1.4	-2	0	-6	3	-7	68*
Cc1ccc(N=Cc2c(O)n(C)c(=O)n(C)c2=O)nc1	97	2	0	-1.9	25	20	-6	0	-3	4
O=C(NCCNC(=O)c1ccccn1)c1cccc(F)c1	97	4	-8	-1.1	18	-2	-3	9	-4	-1
O=C(O)/C(=C\c1ccc(Cl)c([N+](=O)[O-])c1)c1ccc(S(=O)(=O)N2CCCC2)s1	84	2	5	-3.8	6	-13	-7	4	3	-3
O=C1NC[C@@H](CCCCN2C[C@H](Cc3ccccc3)N(CCC3CCCCC3)C(=O)C2=O)N(CC2CCCCC2)C1=O	101	.	-2	.	.	5	-3	.	7	.
CC(=O)NCC(=O)OCc1ccc([N+](=O)[O-])cc1	95	-1	-3	0.7	11	-7	-4	15	0	-5
COC(=O)C1=C(C(=O)OC)C2(OC1c1ccc(Br)cc1)C(=O)c1ccccc1C2=O (stereo unspecified)	96	1	-4	-1.3	2	-1	.	-3	-5	14
Cc1ccc(Cn2c(/C=C/c3ccco3)nc3ccccc32)cc1	110	-2	-4	5.3	-4	17	-6	0	3	-6
CCSc1nc2sc3c(c2c(=O)n1-c1ccccc1)CCN(C)C3	104	-2	6	0.5	3	7	0	4	-2	3
O=C(/C=C/c1ccc(OCc2cccc(Cl)c2)cc1)N1CCOCC1	93	-3	23	-2.4	16	-2	-4	-1	-8	-12
CCOc1ccc(OCCC(=O)OCC(=O)Nc2cccc(S(=O)(=O)N3CCCCC3)c2)cc1	94	0	1	1.4	-3	17	-2	4	4	-15
O=S(=O)(Nc1ccccc1)N1CCCCC1	86	1	-2	-2.0	0	4	-5	9	-3	-2
COCC(C)NC(=O)C1CC(c2cccc(Br)c2)=NO1 (stereo unspecified)	98	1	0	-0.6	-2	1	-5	-4	0	-2
OCCC1CN(Cc2nc3c(s2)CCCC3)CCN1Cc1ccccc1 (stereo unspecified)	94	-1	0	0.0	1	6	-5	9	-4	-1
COCCNC(=O)COC(=O)c1ccc(OCC(=O)Nc2ccccc2OC)c(OC)c1	96	2	0	0.6	3	1	-12	-10	0	56*
Cc1cc(C)cc(C(=O)Nc2ccc(N3CCCC3)cc2)c1	117	-5	1	-2.2	-2	4	0	7	-3	-6
c1n[nH]c(NC2=NCCC2)n1	108	1	0	1.1	-2	-4	-5	-3	1	-1
CCC(C)NC(=O)C(=O)NCc1ccncc1 (stereo unspecified)	106	-1	-1	1.1	-2	-9	-7	-5	4	5
O=C(O)C1CCCCC1C(=O)Nc1ccccc1Cl (stereo unspecified)	92	.	1	-0.8	-1	3	-6	-9	-2	2
OCCCC1CCCCN1Cc1nc(Cc2ccccc2Cl)no1 (stereo unspecified)	98	0	8	-1.9	2	1	-6	-1	-3	1
CC(=O)c1cc2c(cc1NC(=O)CN1CCCCCC1)OCO2	96	1	-2	-0.7	-5	-7	-7	-6	5	0
CCNc1ccc(C(=O)OCC(=O)Nc2cc(C)on2)cc1[N+](=O)[O-]	101	5	0	-1.2	-4	1	-2	-8	8	0
Cc1ccc(Cl)cc1N1CCN(C(=S)NCCc2ccccc2)CC1	101	-2	0	-2.2	6	-7	-4	0	-4	-13
NS(=O)(=O)c1cccc(NC(=O)CN2CCC(Cc3ccccc3)CC2)c1	95	1	2	-0.6	7	2	-3	14	-7	-4
O=C(c1ccc2c(c1)OCO2)N1CCC2(CC1)Oc1ccc(Cl)cc1C(=O)C21CC(c2ccccc2)=NO1 (stereo unspecified)	95	-1	-3	0.8	18	3	-11	3	1	5
COc1ccc(C)cc1NS(=O)(=O)c1ccc(-c2cnc(C3CC3)o2)cc1	91	2	21	-2.1	-15	-3	-6	-5	-2	-10
CCN(Cc1ccccc1)S(=O)(=O)c1ccc(C(=O)N2CCN(c3nc4ccccc4s3)CC2)cc1	89	-5	0	-3.0	14	-1	-3	-2	0	15
O=C(Nc1ccc(Cl)cc1)c1cccc(NC2=NC3CS(=O)(=O)CC3S2)c1 (stereo unspecified)	102	4	-1	0.6	2	4	-8	.	2	-2
CCc1ccc(OCC(=O)O/N=C(\N)c2ccncc2)cc1	99	0	32	-3.8	4	-3	.	2	7	-10
Cc1cc(C)nc(SCNC(=O)c2ccc(F)cc2)n1	103	1	12	-2.3	-1	-5	.	4	7	0
O=C(COC(=O)/C=C/c1ccco1)Nc1cc(S(=O)(=O)N2CCOCC2)ccc1Cl	98	0	1	-0.9	1	13	-3	1	1	-1
COc1cc(CN2CCC(C(=O)N3CCCC(C)C3)CC2)cc(OC)c1O (stereo unspecified)	99	2	2	-2.6	0	-4	.	-1	4	-3
Cc1ccccc1CN1CCN(S(=O)(=O)c2cccc3nsnc23)CC1	102	0	-3	-1.0	5	-1	-6	-1	-6	-6
O=C(NNC(=O)C1CCCO1)c1ccc([N+](=O)[O-])cc1 (stereo unspecified)	99	1	-11	-1.6	16	2	-7	-8	7	0
CCOC(=O)c1cnc(-n2cc(C)cn2)nc1Nc1ccccc1OCC	96	-2	-2	-2.1	7	-3	-5	0	0	-17
O=C(O)CN1CCN(c2ncc(C(F)(F)F)cc2Cl)CC1	101	3	1	-2.0	-2	1	-3	-4	1	-3
N#Cc1cccc(NC(=O)CSc2nnc(C3CC3)n2C2CC2)c1	97	0	-4	-2.5	7	-4	-6	11	3	11
CN(Cc1cccnc1)C(=O)CNC(=O)c1ccc(Cl)cc1Cl	101	1	-1	-1.5	2	1	0	-1	1	3
CCOc1ncccc1C(=O)Nc1ccc(-c2ccc3nnc(C)n3n2)cc1	99	2	-8	0.6	-4	9	-5	-2	8	5
CCn1c(=O)n(CCOC)c(=O)c2c3c(sc21)CCCC3	98	3	1	1.9	19	-4	.	-4	3	1
COc1ccc(S(=O)(=O)Nc2cc(C)on2)cc1NC(C)=O	100	1	2	-2.0	3	3	-4	14	14	3
